Mm-Cpn inhibitor: M. maripaludis TRiC chaperonin inhibition. purified Mm-Cpn ATPase, ADP Transcreener TR-FRET. Potency, µM (top dose mostly 76.9 µM), inactives show at the top dose activity, negative = inhibition, most hits filed as inhibitors. 330,000 tested, 0.031% active. AID 504842; also: potency is read from the fitted curve at half-maximal effect; % is scaled to controls: 0 for no effect and ±100 for the full control effect; nearly all actives have a fitted effect of over 80% in size
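25 nM Mm-CPN + cpd, 10 min 37°C; + 10 uM ATP, 30 min 37°C; buffer 30 mM Tris pH 7.4, 100 mM KCl, 5 mM MgCl2, 1 mM DTT; Transcreener ADP HTRF detection 30 min RT.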
Abeta yeast res: A-beta toxicity reversal in yeast; yeast expressing A-beta42, growth rescue, OD600, 48 h; response scale: 0% DMSO, 100% iron-clioquinol control; Potency, µM (doses to about 46.1 µM), without a hit: at the highest dose growth rescue, usual class: activators; 410,000 tested, 0.063% active; also: potency is read from the fitted curve at half-maximal effect; nearly all actives have a fitted effect of over 55% in size
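Yeast growth medium received pinned compounds, then yeast cells expressing toxic A-beta were added; plates incubated at 30 C for 48 hr. Growth read as absorbance at 600 nm, normalized to DMSO and equimolar FeCl3 plus clioquinol controls.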
FUS yeast rescue: suppressors of FUS proteinopathy in yeast. 390,000 tested, 0.24% active. Potency, µM (titrated, usually from 76.6 µM), for the others: top-dose growth rescue (activation), usual class: activators. S. cerevisiae FUS-expressing, growth rescue, OD600, 24 h;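 also: potency is read from the fitted curve at half-maximal effect; plate controls were DMSO vehicle for no effect and reference control for full effect; nearly all actives have a fitted effect of over 55% in size; some results filed as inactive show a strong effect at the top dose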
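Read-out: OD at 600 nm after 24hr at 30C, reporting rescue of FUS-induced yeast toxicity. Cells at OD 0.005 in galactose (2%) minimal medium; compounds tested in a dilution series; CP55940 titration from 92uM final as control.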
HEK293 tox: cytotoxic in the GLP-1 receptor inverse agonist counter-screen. Potency, µM (top dose mostly 38.3 µM), for inactives: at the top dose activity change, negative = inhibition, actives largely listed as inhibitors. HEK293 cAMP-luciferase reporter cells, luminescence, 24 h. 410,000 tested, 0.13% active. AID 624418;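 also: loss of luciferase light is scored as toxicity; potency is read from the fitted curve at half-maximal effect; % is scaled to controls: 0 for no effect and ±100 for the full control effect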
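To flag toxic compounds, the library was rerun on cells for 24 hr at 37 deg C and 5% CO2. Viability-linked luminescence was captured 12 min after adding luciferase detection reagent.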
Akt phos inh: Akt phosphorylation inhibition. Neuro2A IGF-stimulated pAkt S473 HTRF, 20 min; stronger effect = lower value. activity change, % for hits at 50 µM. 360,000 tested, 0.32% active. AID 651550; in the data active = activity change below about -80%; inconclusive = mostly about -51% to -80%; also: % is scaled to controls: 0 for no effect and ±100 for the full control effect
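Single-point screen (50 µM final compound) in Neuro2A cells stimulated 20 min with 6 nM IGF at 37 deg C. After lysis, Ser473-phosphorylated Akt read by HTRF (ex 330 nm, em 615/665 nm) as the 665/615 ratio.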
aSyn rescue: rescues yeast growth from alpha-synuclein toxicity. Yeast expressing alpha-synuclein, growth rescue, BacTiter-Glo, 24 h. Potency, µM (titrated, usually from 46.1 µM), without a hit: at the top dose growth rescue (activation), most hits filed as activators. 370,000 tested, 0.14% active. AID 652106; also: potency is read from the fitted curve at half-maximal effect; % of control where 0% means no effect; nearly all actives have a fitted effect of over 65% in size
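Screening used galactose-induced yeast with toxic alpha-synuclein levels, exposed to compound for 24 hr at 30 deg C. Cell growth, read with BacTiter-Glo luminescence, gave the measured signal.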
PTHR1 agonist: activates the human parathyroid hormone receptor PTHR1 | Q03431 | HEK293 GP2 PTHR1 cells, GloSensor cAMP luminescence, 1 h | Potency, µM (top dose mostly 115 µM), for inactives: at the highest dose activation, usual class: activators | 410,000 tested, 0.075% active; also: potency is read from the fitted curve at half-maximal effect; nearly all actives have a fitted effect of over 55% in size; some results filed as inactive show a strong effect at the top dose; inactives centre near -15; many of its hits are not listed in these tables
Target sequence (Q03431 whole entry, looked up): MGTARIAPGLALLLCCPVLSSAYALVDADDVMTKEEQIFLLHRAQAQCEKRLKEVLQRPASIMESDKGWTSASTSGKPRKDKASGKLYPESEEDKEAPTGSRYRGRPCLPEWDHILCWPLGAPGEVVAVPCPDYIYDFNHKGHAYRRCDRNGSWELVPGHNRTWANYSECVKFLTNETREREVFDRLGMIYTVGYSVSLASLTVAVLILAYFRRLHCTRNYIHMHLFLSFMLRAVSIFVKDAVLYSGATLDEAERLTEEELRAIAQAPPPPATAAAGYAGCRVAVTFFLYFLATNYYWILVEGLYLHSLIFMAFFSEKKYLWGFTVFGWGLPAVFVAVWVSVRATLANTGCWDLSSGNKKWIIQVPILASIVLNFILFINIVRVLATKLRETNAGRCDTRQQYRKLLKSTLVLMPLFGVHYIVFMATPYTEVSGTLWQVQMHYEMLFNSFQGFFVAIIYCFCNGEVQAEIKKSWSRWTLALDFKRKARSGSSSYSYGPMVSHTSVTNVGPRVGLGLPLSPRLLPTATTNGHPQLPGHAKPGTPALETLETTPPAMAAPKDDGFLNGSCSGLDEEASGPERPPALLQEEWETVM
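HEK-293-derived GP2 cells expressing PTHR1 and a GloSensor cAMP reporter, 3,000/well, plated overnight, given luciferin plus IBMX (each 0.5 mM as added) for 1 h at 37 °C, then compound for 1 h at 37 °C. Luminescence was read after 15 min at room temperature.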
TDP-43 yeast inh: inhibitors of TDP-43 toxicity in yeast; Potency, µM (top dose mostly 46.1 µM), inactives show at the top dose growth rescue (activation), actives largely listed as activators; 410,000 tested, 1.8% active; TDP-43 expressing yeast growth rescue, BacTiter-Glo, 24 h; also: potency is read from the fitted curve at half-maximal effect; % of control where 0% means no effect; nearly all actives have a fitted effect of over 50% in size
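Luminescence from BacTiter-Glo reports growth of TDP-43-expressing yeast after 24 hr at 30 deg C with compound. Cells were raffinose-pregrown to mid-log, then seeded in galactose medium at OD600=0.02.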
GLP1R inv ag: inverse agonists of human GLP-1 receptor; P43220; HEK293 GLP-1R CRE-luciferase, luminescence, 24 h; GLP-1R form is constitutively active; Potency, µM (highest dose often 38.3 µM), for the others: at the highest dose activity change, negative = inhibition, hits mostly inhibitors; 410,000 tested, 1.6% active; AID 624417; also: potency is read from the fitted curve at half-maximal effect; % is scaled to controls: 0 for no effect and ±100 for the full control effect; nearly all actives have a fitted effect of over 55% in size
Target sequence (P43220 whole entry, looked up): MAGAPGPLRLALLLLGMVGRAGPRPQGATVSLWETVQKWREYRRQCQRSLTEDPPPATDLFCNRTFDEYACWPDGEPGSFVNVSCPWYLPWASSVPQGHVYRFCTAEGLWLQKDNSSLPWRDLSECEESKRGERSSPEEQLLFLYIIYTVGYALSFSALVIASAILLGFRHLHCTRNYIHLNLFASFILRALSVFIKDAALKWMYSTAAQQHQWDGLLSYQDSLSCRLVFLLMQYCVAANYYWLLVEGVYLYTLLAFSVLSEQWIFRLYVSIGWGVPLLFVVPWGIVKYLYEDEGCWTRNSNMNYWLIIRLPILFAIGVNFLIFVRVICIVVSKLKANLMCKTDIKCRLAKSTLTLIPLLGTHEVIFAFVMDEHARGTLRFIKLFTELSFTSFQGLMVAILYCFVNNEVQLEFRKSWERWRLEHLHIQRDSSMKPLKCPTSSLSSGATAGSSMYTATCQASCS
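qHTS in 1536-well format: reporter HEK293 cells expressing constitutive GLP-1R activity in DMEM + 10% Nu serum, 24 hr with compounds at 37 deg C, luminescence read after 12 min with detection reagent.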
* hit, by the source's call; i = inactive; ? = inconclusive; · = not tested or not shown; & = joins results of further samples; [ ] = remark or other dose. Unless noted, calls follow the shape of the dose curve; as a rule, active = well fitted curve in the direction sought with a large enough effect; inconclusive = small, poorly fitted or top-dose-only effect, or another doubt; inactive = no such curve, though single readings can be large; an effect the other way counts as inactive or inconclusive. A portion of the library, so the mix of outcomes need not match the whole.

The line under a structure holds: Mm-Cpn inhibitor	Abeta yeast res	FUS yeast rescue	HEK293 tox	Akt phos inh	aSyn rescue	PTHR1 agonist	TDP-43 yeast inh	GLP1R inv ag
> Cc1ccccc1-n1c(SCC(=O)N2CCCCC2)nc(O)cc1=O
→ 1%	7%	·	-1%	i	-1%	-16%	?	9%
> Cc1ccc(S(=O)(=O)N(C)CC(=O)OCC(=O)N2CCN(c3ccccc3)CC2)cc1
→ -2%	3%	·	-4%	i	7%	-14%	-6%	15%
> CC(C)c1cc(-c2cc(-c3ccc(Cl)cc3)on2)nc(NC2CCCC2)n1
→ 1%	7%	-12%	0%	i	2%	?	7%	-25%
> C/C(=N\NC(=O)Cn1c(C)nc2ccccc21)c1cccs1
→ 1%	-10%	16%	-8%	i	1%	-37%[inhibitor]	-19%	15%
> C/C(=C\C(=O)c1ccc(Cl)cc1)Nc1ccc(N2CCOCC2)cc1
→ 2%	-4%	·	-14%	i	-3%	i	-9%	16%
> Cc1ccc(C(=O)Nc2cc([N+](=O)[O-])ccc2F)s1
→ -3%	-5%	20%	-2%[1.53 µM]	i	3%	i	-12%	5%
> COc1ccc(OC)c(NC(=O)c2cc(-c3ccc(F)cc3OC(C)C)n[nH]2)c1
→ ·	-22%	?	2%	i	-8%	-12%	22µM*	?
> O=C(/C=C\NCC(=O)c1ccccc1)c1ccc2ccccc2c1
→ -13%	-39%[inhibitor]	30%	-12%	i	-14%	-43%[inhibitor]	-4%	1%
> Cn1/c(=N/N=C/c2ccc(Cl)c([N+](=O)[O-])c2)sc2ccccc21
→ -2%	12%	-1%	9%	i	-7%	-13%	11%	1%
> COc1ccccc1-n1c(=O)[nH]c2c(C(N)=O)nc(-c3cccnc3)nc21
→ 1%	-2%	-9%	?	i	2%	-19%	10%	43%[activator]
> C/C(=N\Nc1ccc(F)cc1F)c1ccc(N2CCOCC2)cc1
→ 0%	4%	-10%	-12%	i	18%	-5%	1%	?
> CC(C)CNC(=O)C1C(=O)Nc2ccccc2C(=O)N1C1CCCCC1 (configuration not stated)
→ ·	-5%	-11%	-2%	i	0%	i	0%	6%
> CCOC(=O)C1=C(C)N(CCCCCC(=O)O)C(=O)NC1c1cccc([N+](=O)[O-])c1 (configuration not stated)
→ -3%	0%	-17%	1%	i	-5%	-19%	23%	15%
> Cc1cc(C)cc(NC(=O)CN2CCc3ccccc3C2)c1
→ -2%	-17%	7%	0%	i	0%	i	-7%	?
> O=C(NCc1cccnc1)Nc1ccc(Cl)cc1
→ 2%	4%	-17%	-4%	i	-6%	-17%	2%	-21%
> C[C@@]12CCC[C@@](C)(C(=O)O)C1CC[C@@]13C[C@@H](NCc4ccccc4)[C@@](C)(CCC12)C3 (some centres not stated)
→ -1%	22%	12%	-12%	i	-37%[inhibitor]	-19%	9%	4%
> O=C(Nc1nnc(-c2ccc(F)cc2)o1)C1CCCN1S(=O)(=O)c1cccs1 (configuration not stated)
→ 0%	-9%	8%	-7%	i	-2%	-11%	-9%	-14%
> COc1ccccc1NC(=O)Cn1nc(C)n2cccc2c1=O
→ 2%	-4%&-6%	-4%&-11%	6%&-15%	i	-20%	7%	2%&0%	10%&8%
> CC1CCc2c(sc(NC(=O)/C=C/c3cccs3)c2C(=O)O)C1 (configuration not stated)
→ -3%	-48%[inhibitor]	-25%	-17%	i	-5%	-29%	7%	-13%
> CCCCN(C(=O)C1CC1)C1CCS(=O)(=O)C1 (configuration not stated)
→ 1%	-9%	-4%	6%	i	4%	i	-5%	-24%
> COc1ccc(NC(=O)CC2Nc3ccccc3NC2=O)cc1 (configuration not stated)
→ ·	-3%	42%	-6%	·	·	i	14%	4%
> COc1ccccc1N1CCN(c2ncnc3c2cnn3-c2cccc(Cl)c2)CC1
→ ·	23%	-17%	10%	·	·	-25%	24%	3%
> CC(C)(C)n1nc2c(c1NC(=O)c1ccc(Br)cc1)CS(=O)C2 (configuration not stated)
→ -1%	5%	-22%	5%	i	6%	-4%	-2%	10%
> COCCn1c(SCC(=O)Nc2ccc(C(N)=O)cc2)nc2c([nH]c3ccccc32)c1=O
→ 2%	-1%	6%	8%	i	-3%	?	-9%	6%
> CC1CCN(C2=NC(=O)/C(=C/c3ccccc3F)S2)CC1
→ -11%	-6%	27%	-3%	i	8%	-35%[inhibitor]	13µM*	?
> CCCCNC(=O)C1(C)CCCCN1C(=O)c1ccc(C#N)cc1 (configuration not stated)
→ ·	-6%	-5%	2%	i	6%	-23%	2%	16%
> CCOC(=O)c1cnc2c(c(C)nn2C)c1Oc1cc(Cl)cc(Cl)c1
→ -1%	5%	8%	6%	i	9%	-72%[inhibitor]	-6%	18%
> COc1ccc(N2CCN(C(=O)C3Cc4ccccc4N3C(C)=O)CC2)cc1 (configuration not stated)
→ ·	-12%	-15%	21%	·	·	-2%	18%	-14%
> COc1cccc(N2CCN(C(=O)C3CCN(C(=O)Nc4ccccc4)CC3)CC2)c1
→ ·	-2%	16%	-8%	i	1%	i	18%	13%
> CC(C)c1cc(C(=O)N2CCCC(N3CCN(c4ccc(F)cc4)CC3)C2)n(C)n1 (configuration not stated)
→ -1%	-13%	12%	0%	i	1%	-23%	-4%	-11%

4 entries from above, arranged by their value in PTHR1 agonist, lowest first.
Compound	PTHR1 agonist
CC1CCc2c(sc(NC(=O)/C=C/c3cccs3)c2C(=O)O)C1 (configuration not stated)	-29%
Cn1/c(=N/N=C/c2ccc(Cl)c([N+](=O)[O-])c2)sc2ccccc21	-13%
O=C(Nc1nnc(-c2ccc(F)cc2)o1)C1CCCN1S(=O)(=O)c1cccs1 (configuration not stated)	-11%
COc1ccccc1NC(=O)Cn1nc(C)n2cccc2c1=O	7%

(next part)
The line under a structure holds: Mm-Cpn inhibitor	Abeta yeast res	FUS yeast rescue	HEK293 tox	Akt phos inh	aSyn rescue	PTHR1 agonist	TDP-43 yeast inh	GLP1R inv ag
> CCOC(=O)CC(NS(=O)(=O)c1ccc(OC)c(C)c1)c1cccc([N+](=O)[O-])c1 (configuration not stated)
→ -1%	20%	·	-18%	i	10%	i	3%	0%
> Cc1ccc(C(=O)N2CCCCCC2)cc1S(=O)(=O)Nc1ccccc1
→ 3%	7%	24%	-10%	i	1%	i	12%	-10%
> CSc1nc(SCC(=O)NCc2ccco2)c2c3c(sc2n1)COC(C)(C)C3
→ -7%	-6%	?	-9%	i	0%	i	-7%	0%
> Cc1cc(=O)oc(C)c1C(=O)NCCC(C)C
→ 3%	5%	0%	8%	i	1%	i	2%	0%
> CCCn1cc2c(c1-c1cccc(C)c1)c(=O)n(C)c(=O)n2C
→ 1%	-12%	21%	-11%	i	10%	i	-18%	13%
> Cc1cc(NC(=O)CSc2nc3ccccc3c(=O)n2C(C)c2ccccc2)no1 (configuration not stated)
→ 1%	3%	1%	-23%	i	-8%	-50%[inhibitor][57.5 µM]	-1%	?
> O=C(Cn1cc2c(n1)CCCC2)Nc1ccccc1Cl
→ 0%	3%	-12%	7%	i	16%	6%	7%	-24%
> Cc1ccc(N(C)S(=O)(=O)c2c[nH]c3ccc([N+](=O)[O-])cc23)cc1
→ 3%	12%	-3%	-20%	i	1%	i	-19%	?
> COC(=O)c1ccc(NC(=O)CSc2nncn2-c2cccnc2)cc1
→ 0%	-17%	-2%	-1%	i	-1%	24%	-21%	10%
> CCc1c(C)nc2ncnn2c1Nc1ccccc1C
→ 3%	6%	6%	-2%	i	1%	-18%	-13%	60%[activator]
> CCSc1nc2c(c(=O)[nH]c(=O)n2C)n1C
→ 1%	5%	-2%	11%	i	-9%	-20%[57.5 µM]	-1%	28%
> O=C(CSCc1ccc(Cl)cc1)Nc1ccc2c(c1)OCO2
→ 0%	5%	14%	-16%	i	11%	-4%	?	-17%
> O=C(OCC(=O)c1ccc[nH]1)c1ccccc1
→ 1%	4%	24%	0%	i	0%	-8%	5%	26%
> COC(=O)[C@]12CCCCC=C1N(CCC1=CCCCC1)C(=O)[C@H](CC(=O)NCCCN1CCCC1=O)C2
→ ·	-5%	34%	-2%	i	-5%	-7%	2%	0%
> O=c1c2ccccc2nc2c3ccccc3c(NCc3ccccn3)nn12
→ 3%	-4%	5%	-6%	i	3%	-2%	-3%[9.22 µM]	91%[activator]

Another view of some results above.
canonical_smiles	Mm-Cpn inhibitor	Abeta yeast res	FUS yeast rescue	HEK293 tox	Akt phos inh	aSyn rescue	PTHR1 agonist	TDP-43 yeast inh	GLP1R inv ag
O=C(CSCc1ccc(Cl)cc1)Nc1ccc2c(c1)OCO2	0%	5%	14%	-16%	i	11%	-4%	?	-17%
O=C(OCC(=O)c1ccc[nH]1)c1ccccc1	1%	4%	24%	0%	i	0%	-8%	5%	26%
COC(=O)[C@]12CCCCC=C1N(CCC1=CCCCC1)C(=O)[C@H](CC(=O)NCCCN1CCCC1=O)C2	·	-5%	34%	-2%	i	-5%	-7%	2%	0%
